# Screens deposited in PubChem BioAssay by Broad Institute.
# C diff HTS – C. difficile growth inhibitors, primary screen, HTS | 0.25% of 86,000 active | growth activity, negative = inhibition, % at 16 µg/mL (by protocol) | Clostridium difficile clinical isolate growth, OD600, 24 h; stronger effect = lower value;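 active = mean growth activity at or below -80% and every replicate also at or below -80%; inconclusive = mean at or below -80% but some replicate above -80%; inactive = mean growth activity above -80%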;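 note: 0% = DMSO wells and -100% = levofloxacin 16 µg/mL wells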
# Pf Dd2 growth – P. falciparum Dd2 growth inhibitors, primary screen, SYBR Green fluorescence, single dose replicates; 72 h; stronger effect = lower value; activity change, % at 10 µM; AID 1159554, 2015; 2.3% of 94,000 active; in the data active = activity change below about -80%; inconclusive = no clear call, values can overlap the other calls
# KDM4C inh – inhibitors of GASC-1 (KDM4C) histone demethylase, primary screen, biochemical, single concentration HTS; GST-KDM4C 2-372, H3K9me3 peptide, LANCE TR-FRET; inhibition, % at 12.5 µM; 0.15% of 96,000 active; AID 720574, 2013;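 active = mean replicate inhibition above about 25%, with at least 55% of replicates also reaching it, limit read from the data, passing the limit was not always enough; inconclusive = only one of those two conditions met; inactive = neither condition met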
# Target sequence (Q9H3R0 2-372 limits assumed): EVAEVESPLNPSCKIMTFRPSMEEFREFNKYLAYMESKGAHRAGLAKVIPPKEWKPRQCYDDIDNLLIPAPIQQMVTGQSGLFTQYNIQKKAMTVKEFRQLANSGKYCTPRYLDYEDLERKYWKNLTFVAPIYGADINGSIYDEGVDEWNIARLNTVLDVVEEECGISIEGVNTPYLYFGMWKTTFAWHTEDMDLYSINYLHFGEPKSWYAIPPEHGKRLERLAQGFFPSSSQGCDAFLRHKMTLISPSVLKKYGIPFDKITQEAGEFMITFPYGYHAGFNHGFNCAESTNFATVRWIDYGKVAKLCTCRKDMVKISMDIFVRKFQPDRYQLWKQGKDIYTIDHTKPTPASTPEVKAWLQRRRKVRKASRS
#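 Material: GST-tagged GASC-1 (JMJD2C) catalytic fragment, aa 2-372 / Quantity: enzyme final amount 10 nM / Medium: HEPES buffer, pH 7.5, plus ascorbate / Doses: one test concentration per compound / Incubation: 30 min reaction, 60 min detection, RT / Measured by: LANCE TR-FRET / Read-out: inhibition from TR-FRET ratio decrease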
# Tcruzi prolif – T. cruzi intracellular proliferation inhibitors, primary screen, cell-based, beta-gal Tulahuen parasites, NIH3T3 host, luminescence | T. cruzi beta-gal in NIH3T3, GalScreen luminescence, 90 h | inhibition, % at 8.34 µM | 5.9% of 77,000 active | AID 624255, 2012;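 active = mean inhibition above about 93%, with at least 55% of replicates each passing it, limit read from the data, passing the limit was not always enough; inconclusive = only one of those two conditions holds; inactive = neither condition holds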
# * = called active by the depositor; ? = inconclusive; . = no result given.
# Order of results: C diff HTS | Pf Dd2 growth | KDM4C inh | Tcruzi prolif
1) CO[C@H]1CN(C)C(=O)c2cc(NC(=O)C3CCOCC3)ccc2OC[C@H](C)N(C(C)=O)C[C@H]1C
  . | 7 | -1.3 | -37
2) Cc1ccccc1S(=O)(=O)N(C)C[C@@H]1OCc2ccccc2-c2ccccc2C(=O)N([C@H](C)CO)C[C@@H]1C
  6 | -39 | 3.4 | ?
3) O=C(c1cccnc1)N1CC[C@@H]2[C@@H](CO)Nc3ccc(-c4cccc(F)c4)cc3[C@@H]21
  -6 | 21 | -0.9 | 42
4) COc1ccc(NC(=O)N(C)C[C@@H]2OCc3cn(nn3)CCCC(=O)N([C@H](C)CO)C[C@H]2C)cc1
  -6 | 13 | . | 7
5) O=C(C1CCOCC1)N1[C@@H](CO)[C@@H]2c3ccccc3NC[C@@H]21
  -7 | -2 | 0.7 | 7
6) CCCNC(=O)N[C@H]1C=C[C@@H](CC(=O)NC2CCC2)O[C@H]1CO
  0 | -17 | 1.4 | .
7) COc1ccc(NC(=O)N(C)C[C@H]2Oc3ccc(NS(C)(=O)=O)cc3C(=O)N([C@@H](C)CO)C[C@H]2C)cc1
  . | 41 | 0.5 | 83
8) CO[C@H]1CC[C@H]2CCN(C)C(=O)CCCN(C)C(=O)c3cc(C#N)ccc3OC[C@@H]1O2
  5 | . | -0.7 | -32
9) Cc1ccc(S(=O)(=O)Nc2ccc3c(c2)C(=O)N([C@@H](C)CO)C[C@H](C)[C@@H](CN(C)C(=O)Nc2ccc(F)cc2)OCCCC[C@H](C)O3)cc1
  . | -71 | -0.1 | 93
10) O=C(N[C@@H]1CC[C@H](CCNS(=O)(=O)c2ccc(F)cc2)O[C@H]1CO)C1CC1
  1 | -14 | 1.0 | .
11) C[C@@H]1CN([C@@H](C)CO)C(=O)Cc2cc(NS(=O)(=O)c3cccs3)ccc2O[C@H]1CN(C)Cc1ccc2c(c1)OCO2
  -7 | -11 | 0.4 | 59
12) COc1ccccc1NC(=O)N1CCCCN2[C@@H](CO)[C@H](c3ccc(-c4cccc(C#N)c4)cc3)[C@@H]2C1
  16 | -39 | -0.5 | 93
13) C[C@@H]1CCCCO[C@H](CN(C)Cc2ccc(C(=O)O)cc2)[C@H](C)CN([C@@H](C)CO)C(=O)c2cc(NS(=O)(=O)c3cn(C)cn3)ccc2O1
  -4 | 31 | 0.4 | -30
14) C[C@H](CO)N1C[C@H](C)[C@H](CN(C)S(C)(=O)=O)OCCCC[C@H](C)Oc2ccc(NC(=O)c3ccccc3)cc2C1=O
  2 | -31 | 0.1 | 87
15) COc1cccc(NC(=O)N2[C@H](CO)[C@@H](c3ccccc3)[C@H]2CNCC(C)C)c1
  -9 | -77 | -3.0 | 72
16) C[C@H](CO)N1C[C@H](C)[C@H](CN(C)C)OCCCC[C@H](C)Oc2ccc(NC(=O)Nc3ccc(F)cc3)cc2C1=O
  2 | 14 | -1.7 | 59
17) C[C@@H]1CN([C@@H](C)CO)C(=O)Cc2cc(NC(=O)CCC(F)(F)F)ccc2O[C@H]1CN(C)C
  0 | 10 | 1.6 | .
18) O=C(C1CCC1)N1CC2(C1)[C@H](c1ccccc1)[C@H](CO)N2CCC(F)(F)F
  0 | 25 | -0.1 | .
19) CO[C@@H]1CN(C)C(=O)c2ccc(NS(=O)(=O)c3cn(C)cn3)cc2OC[C@H](C)N(Cc2cccc(F)c2)C[C@@H]1C
  -6 | -18 | 0.2 | 26
20) O=C(CC1CC1)Nc1ccc2c(c1)[C@H]1C[C@H](CC(=O)N3CCc4ccccc4C3)O[C@@H](CO)[C@H]1O2
  1 | -14 | -2.5 | 18

# Structural class, those above containing a CF3 group (two)
# Order of results: C diff HTS | Pf Dd2 growth | KDM4C inh | Tcruzi prolif
17) C[C@@H]1CN([C@@H](C)CO)C(=O)Cc2cc(NC(=O)CCC(F)(F)F)ccc2O[C@H]1CN(C)C
  0 | 10 | 1.6 | .
18) O=C(C1CCC1)N1CC2(C1)[C@H](c1ccccc1)[C@H](CO)N2CCC(F)(F)F
  0 | 25 | -0.1 | .

# (cont.)
# Order of results: C diff HTS | Pf Dd2 growth | KDM4C inh | Tcruzi prolif
21) C[C@H](CO)N1C[C@H](C)[C@H](CN(C)C(=O)Nc2ccc(F)cc2)Oc2ccc(N(C)C)cc2CC1=O
  -2 | 7 | 1.5 | .
22) CO[C@H]1CN(C)C(=O)c2ccc(NC(=O)C3CC3)cc2OC[C@@H](C)N(C(=O)CN2CCOCC2)C[C@@H]1C
  . | 22 | 0.0 | 0
23) C[C@@H]1CN([C@H](C)CO)C(=O)c2cccc(NC(=O)C3CCCCC3)c2O[C@@H]1CN(C)S(C)(=O)=O
  1 | 3 | -1.8 | 44
24) CO[C@H]1CN(C)C(=O)c2cc(NC(=O)C3CCOCC3)ccc2OC[C@H](C)N(Cc2nccs2)C[C@@H]1C
  . | 24 | -0.6 | -31
25) O=C(c1ccccc1F)N1C[C@@H]2[C@H](c3ccccc31)[C@@H](CO)N2Cc1ccc2c(c1)OCO2
  9 | 2 | -1.4 | 56
26) O=C(O)C[C@@H]1C[C@@H]2c3cc(NS(=O)(=O)c4ccc(F)cc4)ccc3O[C@@H]2[C@H](CO)O1
  5 | -35 | -0.8 | .
27) C[C@H](CO)N1C[C@H](C)[C@@H](CN(C)Cc2ccc3c(c2)OCO3)Oc2c(NS(=O)(=O)c3ccc(Cl)cc3)cccc2C1=O
  11 | 13 | -0.9 | .
28) O=C(NCC1CCCCC1)[C@H]1[C@H](CO)[C@H]2Cn3c(cccc3=O)[C@H]2N1Cc1ccccn1
  -5 | 7 | 9.3 | 62
29) C/C=C/c1ccc2c(c1)[C@@H]1[C@@H](CCN1C(=O)C1CCCC1)[C@H](CO)N2
  4 | -80 | -1.2 | .
30) CN1c2ccc(Br)cc2[C@H]2[C@H](CCN2C(=O)Nc2ccc(F)cc2)[C@@H]1CO
  -94* | 12 | 0.3 | 29
31) C[C@@H]1CN([C@@H](C)CO)C(=O)c2cc(C#CCN(C)C)cnc2O[C@@H]1CN(C)Cc1ccccc1F
  2 | -11 | 2.4 | 42
32) CN(C)C(=O)c1ccc(-c2ccc3c(c2)[C@@H]2[C@@H](CCN2C(=O)C2CCCC2)[C@H](CO)N3C)cc1
  4 | -78 | 1.5 | .
33) C[C@@H]1CN([C@@H](C)CO)C(=O)c2cc(N(C)C)ccc2O[C@@H]1CN(C)S(=O)(=O)c1ccc(Cl)cc1
  0 | -12 | 3.4 | .
34) C[C@@H]1CN([C@H](C)CO)C(=O)c2cc(-c3ccccc3F)cnc2O[C@H]1CN(C)C(=O)C1CC1
  . | 4 | -0.3 | 7
35) COc1cc(CN2[C@@H]3CNC[C@H]2C3c2ccc(-c3ccc(C#N)cc3)cc2)cc(OC)c1 (stereo partly specified)
  42 | -53 | -1.9 | .
36) COc1ccc(NC(=O)Nc2cccc3c2O[C@@H](CN(C)Cc2ccc(Cl)c(Cl)c2)[C@@H](C)CN([C@@H](C)CO)C3=O)cc1
  19 | -53 | -2.1 | 122*
37) CCCN1[C@@H]2c3ccc(-c4ccncc4)c(=O)n3C[C@@H]2[C@@H](CO)[C@@H]1C(=O)NCCCN1CCOCC1
  11 | . | -0.9 | -23
38) C/C=C/c1ccc([C@H]2[C@@H](CO)N(CC3CC3)[C@@H]2CN(C(C)=O)C(C)C)cc1
  1 | -19 | 0.1 | .
39) CN(C)CC(=O)N1CC[C@H]2[C@@H]1c1cc(Br)ccc1N(C)[C@H]2CO
  1 | 13 | 0.8 | 0
40) O=C(Nc1cccc(Cl)c1)N[C@@H]1CC[C@H](CCNC(=O)C2CCOCC2)O[C@@H]1CO
  2 | 8 | 1.7 | 17
41) Cn1cnc(CCNC(=O)C[C@H]2CC[C@H]3[C@@H](COC[C@@H](O)CN3C(=O)Nc3ccc(Cl)cc3)O2)c1
  . | 8 | -1.0 | 23
42) COc1ccc(CN(C)C[C@H]2Oc3ccc(NS(=O)(=O)c4cn(C)cn4)cc3C(=O)N([C@H](C)CO)C[C@@H]2C)cc1
  -1 | 13 | -0.3 | 9
43) CC(C)NC(=O)N[C@H]1CC[C@@H](CC(=O)NCCCN(C)C)O[C@H]1CO
  . | 14 | 0.7 | 32
44) C[C@@H]1CN([C@@H](C)CO)S(=O)(=O)c2ccc(C#Cc3ccccc3)cc2O[C@@H]1CN(C)C(=O)Cc1ccccn1
  -10 | ? | -0.9 | 67
45) CO[C@@H](CN(C)S(=O)(=O)c1cn(C)cn1)[C@@H](C)CN(C(=O)Nc1ccc(C(F)(F)F)cc1)[C@@H](C)CO
  . | 17 | -0.9 | 3
46) COc1ccc(S(=O)(=O)N[C@@H]2CC[C@H](CCn3cc(-c4ccccc4F)nn3)O[C@H]2CO)cc1
  -3 | -47 | -2.8 | 88
47) C[C@@H]1CCCCO[C@H](CN(C)Cc2ccc(C(F)(F)F)cc2)[C@@H](C)CN([C@H](C)CO)C(=O)c2cc(NC(=O)Cc3ccccc3)ccc2O1
  . | -15 | 0.5 | 75
48) O=C(C[C@@H]1C[C@H]2c3cc(NC(=O)c4ccc5c(c4)OCO5)ccc3O[C@H]2[C@@H](CO)O1)NCc1ccc(Oc2ccccc2)cc1
  -3 | 4 | -0.6 | 120*
49) CN1C(=O)c2cc(NC(=O)c3ccc(Cl)cc3)ccc2OC[C@@H]2O[C@@H](CC(=O)O)CC[C@@H]21
  5 | 16 | -0.8 | 74
50) COCC#Cc1ccc([C@H]2[C@H](CO)N3CCCCN(C(=O)COC)C[C@@H]23)cc1
  -1 | 57 | 0.5 | 71
51) CC(C)(C)[S@](=O)N1Cc2cc(C(=O)N3CCc4ccccc4C3)nc(-c3cccc(-c4cncnc4)c3)c2[C@@H]1CCO
  . | -15 | -1.1 | 32
52) C[C@@H]1CN([C@H](C)CO)C(=O)Cc2cc(NC(=O)c3ccncc3)ccc2O[C@@H]1CN(C)Cc1ccc(Oc2ccccc2)cc1
  -7 | 5 | -1.2 | 76
53) C[C@H](CO)N1C[C@H](C)[C@@H](CN(C)C(=O)Nc2ccc3c(c2)OCO3)Oc2c(NC(=O)C3CCOCC3)cccc2C1=O
  1 | 9 | 0.1 | 48
54) CC(C)(O)C#Cc1ccc([C@@H]2[C@H]3CN(C(=O)c4cccc(F)c4)CCCCN3[C@H]2CO)cc1
  4 | 12 | 0.4 | 91
55) COc1ccc2c3c([nH]c2c1)[C@H](CO)N(C(C)=O)CC31CN(C(C)=O)C1
  -2 | 64 | 0.8 | .
56) O=C(C[C@H]1C=C[C@@H](NC(=O)CN2CCOCC2)[C@@H](CO)O1)NCCc1ccncc1
  -2 | 15 | -0.1 | .

# Structural class, the compounds so far containing an aryl methoxy group.
# Order of results: C diff HTS | Pf Dd2 growth | KDM4C inh | Tcruzi prolif
4) COc1ccc(NC(=O)N(C)C[C@@H]2OCc3cn(nn3)CCCC(=O)N([C@H](C)CO)C[C@H]2C)cc1
  -6 | 13 | . | 7
7) COc1ccc(NC(=O)N(C)C[C@H]2Oc3ccc(NS(C)(=O)=O)cc3C(=O)N([C@@H](C)CO)C[C@H]2C)cc1
  . | 41 | 0.5 | 83
12) COc1ccccc1NC(=O)N1CCCCN2[C@@H](CO)[C@H](c3ccc(-c4cccc(C#N)c4)cc3)[C@@H]2C1
  16 | -39 | -0.5 | 93
15) COc1cccc(NC(=O)N2[C@H](CO)[C@@H](c3ccccc3)[C@H]2CNCC(C)C)c1
  -9 | -77 | -3.0 | 72
35) COc1cc(CN2[C@@H]3CNC[C@H]2C3c2ccc(-c3ccc(C#N)cc3)cc2)cc(OC)c1 (stereo partly specified)
  42 | -53 | -1.9 | .
36) COc1ccc(NC(=O)Nc2cccc3c2O[C@@H](CN(C)Cc2ccc(Cl)c(Cl)c2)[C@@H](C)CN([C@@H](C)CO)C3=O)cc1
  19 | -53 | -2.1 | 122*
42) COc1ccc(CN(C)C[C@H]2Oc3ccc(NS(=O)(=O)c4cn(C)cn4)cc3C(=O)N([C@H](C)CO)C[C@@H]2C)cc1
  -1 | 13 | -0.3 | 9
46) COc1ccc(S(=O)(=O)N[C@@H]2CC[C@H](CCn3cc(-c4ccccc4F)nn3)O[C@H]2CO)cc1
  -3 | -47 | -2.8 | 88
55) COc1ccc2c3c([nH]c2c1)[C@H](CO)N(C(C)=O)CC31CN(C(C)=O)C1
  -2 | 64 | 0.8 | .
